# BAZ2B inh: blocks human BAZ2B. Q9UIF8. AlphaScreen BAZ2B-H3K14Ac peptide displacement. 4.4% of 360,000 active. Potency, µM (doses to about 114 µM), inactives show at the top dose activity change, negative = inhibition, most hits filed as inhibitors; note: % is set by controls: 0 for no effect and ±100 for the full control effect; nearly all actives have a fitted effect of over 60% in size
#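 BAZ2B 50 nM plus b-H3(5-23)K14Ac 50 nM, PBS pH 7.4/0.01% Tween-20, 30 min RT; compound added (max 110 uM), 30 min RT; streptavidin donor/Ni-chelate acceptor beads 10 ug/mL final, 20 min dark; AlphaScreen read.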
# BLM helicase inh: Bloom syndrome helicase (human) inhibition; Potency, µM (highest dose often 56.1 µM), for the others: at the top dose activity change, negative = inhibition, usual class: inhibitors; AID 2528; recombinant BLM DNA unwinding, fluorescence dequenching; 0.2% of 350,000 active; P54132;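 note: plate controls were vehicle for no effect and no enzyme for full effect; nearly all actives have a fitted effect of over 35% in size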
# Target sequence (P54132 whole entry, looked up): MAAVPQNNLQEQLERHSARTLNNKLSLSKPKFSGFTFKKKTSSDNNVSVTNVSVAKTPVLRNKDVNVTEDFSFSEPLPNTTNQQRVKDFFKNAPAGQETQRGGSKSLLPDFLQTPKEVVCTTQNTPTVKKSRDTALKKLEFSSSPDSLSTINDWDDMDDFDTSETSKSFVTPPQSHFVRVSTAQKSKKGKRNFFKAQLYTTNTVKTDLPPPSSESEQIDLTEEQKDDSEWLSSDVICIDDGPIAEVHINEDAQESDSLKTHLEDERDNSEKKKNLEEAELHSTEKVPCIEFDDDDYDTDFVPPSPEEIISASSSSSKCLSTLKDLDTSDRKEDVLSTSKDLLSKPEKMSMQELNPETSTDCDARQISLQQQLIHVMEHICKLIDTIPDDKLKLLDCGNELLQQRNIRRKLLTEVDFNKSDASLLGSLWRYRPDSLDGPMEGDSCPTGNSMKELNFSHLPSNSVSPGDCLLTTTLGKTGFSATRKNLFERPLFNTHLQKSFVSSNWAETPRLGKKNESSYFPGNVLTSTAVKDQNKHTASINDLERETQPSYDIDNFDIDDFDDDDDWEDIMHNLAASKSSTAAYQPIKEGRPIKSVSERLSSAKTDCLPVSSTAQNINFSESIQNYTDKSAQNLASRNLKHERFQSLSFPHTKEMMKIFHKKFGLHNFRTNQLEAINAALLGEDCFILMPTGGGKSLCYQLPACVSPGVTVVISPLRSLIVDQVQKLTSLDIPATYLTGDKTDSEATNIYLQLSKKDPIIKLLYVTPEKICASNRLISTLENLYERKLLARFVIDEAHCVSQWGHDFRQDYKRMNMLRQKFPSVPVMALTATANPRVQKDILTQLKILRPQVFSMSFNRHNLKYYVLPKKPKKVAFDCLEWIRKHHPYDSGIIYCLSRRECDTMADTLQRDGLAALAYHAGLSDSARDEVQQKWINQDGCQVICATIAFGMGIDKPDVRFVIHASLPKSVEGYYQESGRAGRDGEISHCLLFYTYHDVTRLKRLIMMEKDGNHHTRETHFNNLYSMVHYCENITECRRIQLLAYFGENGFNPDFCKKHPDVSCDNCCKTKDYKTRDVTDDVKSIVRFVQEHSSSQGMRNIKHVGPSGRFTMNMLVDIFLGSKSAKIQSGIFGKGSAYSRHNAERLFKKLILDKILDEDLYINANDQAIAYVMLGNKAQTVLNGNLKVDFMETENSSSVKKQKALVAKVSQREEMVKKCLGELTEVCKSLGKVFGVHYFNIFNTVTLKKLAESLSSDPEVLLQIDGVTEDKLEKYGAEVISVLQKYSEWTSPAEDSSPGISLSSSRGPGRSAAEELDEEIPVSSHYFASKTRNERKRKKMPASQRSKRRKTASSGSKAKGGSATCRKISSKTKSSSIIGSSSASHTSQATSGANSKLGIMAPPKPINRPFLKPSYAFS
# POLI inh: inhibitors of human DNA polymerase iota | Potency, µM (titrated, usually from 115 µM), for inactives: at the top dose activity, negative = inhibition, hits mostly inhibitors | AID 588590 | Q9UNA4 | 1% of 390,000 active | Pol iota fluorescent replication assay, 10 min
#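 Fluorescent replication assay read twice, at 0 min and 10 min after adding 50 nM (final) substrate. Enzyme (10 nM) and compounds were first incubated 15 min at room temperature; enzyme-free buffer wells were negative controls.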
# POLB inh: inhibitors of human DNA polymerase beta. Pol beta primer extension/strand displacement, fluorescence kinetic. AID 485314. 1.3% of 340,000 active. Potency, µM (top dose mostly 114 µM), for inactives: at the top dose activity change, negative = inhibition, most hits filed as inhibitors; note: % is set by controls: 0 for no effect and ±100 for the full control effect
#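 10 nM enzyme + cpd, 15 min RT; start with substrate 50 nM final; read 0 min and after 10 min RT. Corrected, normalized data; 4-parameter Hill curve fit.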
# G9a block: G9a (human) methyltransferase inhibition. Q96KQ7. G9a H3K9 monomethylation, AlphaScreen, 2 h. Potency, µM (top dose mostly 102 µM), for the others: at the top dose activity, negative = inhibition, most hits filed as inhibitors. 8.8% of 350,000 active. AID 504332; note: % is set by controls: 0 for no effect and ±100 for the full control effect; nearly all actives have a fitted effect of over 75% in size
#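 Step 1: enzyme (final 20 nM) with compound, 15 min RT. Step 2: substrate peptide 500 nM and SAM 20 uM, 2 h RT. Step 3: anti-H3K9me1 antibody and AlphaScreen beads, 10 min, then plate read.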
# APEX1 inh: inhibitors of human APE1 endonuclease; P27695; 0.35% of 350,000 active; Potency, µM (series often up to 65.8 µM), for inactives: top-dose activity change, negative = inhibition, most hits filed as inhibitors; recombinant APE1, TAMRA/BHQ-2 abasic DNA cleavage fluorescence; AID 2517;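 note: plate controls were vehicle for no effect and reference inhibitor for full effect; nearly all actives have a fitted effect of over 55% in size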
#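 Quantitative HTS: incision of a TAMRA/BHQ-2 double-stranded substrate bearing a tetrahydrofuran abasic site by 0.75 nM APE1 raises fluorescence. Substrate 50 nM final, added after 15 min compound preincubation at room temperature; progress as third-minus-first kinetic read difference.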
# JMJD2A Tudor inh: blocks the human JMJD2A Tudor domain; O75164; AlphaScreen JMJD2A-Tudor / H3K4me3 peptide binding; Potency, µM (highest dose often 114 µM), inactives show top-dose activity change, negative = inhibition, usual class: inhibitors; 4.4% of 390,000 active; note: % is set by controls: 0 for no effect and ±100 for the full control effect; nearly all actives have a fitted effect of over 50% in size
# POLH inh: DNA polymerase eta (human) inhibition; Q9Y253; 1.2% of 390,000 active; recombinant Pol eta, fluorescent DNA replication assay; Potency, µM (titrated, usually from 114 µM), for inactives: at the highest dose activity change, negative = inhibition, actives largely listed as inhibitors; note: % is set by controls: 0 for no effect and ±100 for the full control effect
#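 Fluorescent replication assay: 50 nM final substrate added after a 15 min room-temperature compound preincubation with 10 nM enzyme. Signal taken at 0 min and again at 10 min.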
# POLK inh: blocks human DNA polymerase kappa activity; Potency, µM (top dose mostly 107 µM), for inactives: at the highest dose activity, negative = inhibition, most hits filed as inhibitors; Q9UBT6; 0.53% of 400,000 active; purified Pol kappa, fluorescent DNA synthesis assay, 10 min; note: % is set by controls: 0 for no effect and ±100 for the full control effect
#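 50 nM final substrate added after 15 min RT preincubation of 10 nM Pol kappa with compound; fluorescence read at 0 and 10 min.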
# Starred values were filed as active, the others as inactive; ? = inconclusive; . = no result given; & = joins results of further samples; ! = not confirmed by another sample; [ ] = remark or other dose. Calls come from the whole dose curve; as a rule, active = well fitted curve in the direction sought with a large enough effect; inconclusive = small, poorly fitted or top-dose-only effect, or another doubt; inactive = no such curve, though single readings can be large; an effect the other way counts as inactive or inconclusive. Potency is the fitted concentration of half-maximal effect. A portion of the library; count on the stated rates, not on these rows.
cpd | molecule | BAZ2B inh | BLM helicase inh | POLI inh | POLB inh | G9a block | APEX1 inh | JMJD2A Tudor inh | POLH inh | POLK inh
1 | CCn1c(NC(=O)c2ccccc2)nc2ccccc21 | 0% | -6% | 8% | -1% | . | 7% | 2% | -11% | 2%
2 | N#Cc1ccccc1NC(=S)NC(=O)c1cccnc1 | -12% | -8% | 95%[activator] | 17% | . | -3% | -8% | -20% | -1%
3 | O=C(NN1C(=O)c2ccccc2NC1c1cccnc1)c1ccccc1 (stereo unspecified) | -8% | 1% | -11% | 1% | 22%[59 µM] | 4% | -8% | 2% | -7%
4 | CCOC(=O)C1=C(C)NC(SC(C)=O)=NC1c1ccc(OC(C)=O)c(OC)c1 (stereo unspecified) | -32% | 0% | -5% | 3% | -45%[59 µM] | -6% | -11% | -6% | -15%
5 | Cc1cccc(C(=O)OCC(=O)c2ccc3c(c2)OCO3)c1O | 1% | -10% | 13% | 5% | 11% | 15% | -18% | -8% | -10%
6 | COc1ccc(C)cc1NC(=O)C1CCN(S(=O)(=O)c2ccc3c(c2)CCCN3C(C)=O)CC1 | -9% | -1% | 2% | 1% | 0%[59 µM] | . | -10% | -12% | -7%[60.1 µM]
7 | O=C(O)c1cn(Cc2ccccc2)c2ccccc2c1=O | -13% | 0% | 146%[activator] | -1% | -14%[59 µM] | 0% | -3% | -13% | 2%
8 | COc1ccccc1N1CCN(Cc2cc(Br)c(O)c3ncccc23)CC1 | 13µM* | -3% | 66%[activator] | 21% | 8.9µM* | -1% | 40µM* | -2% | -20%
9 | O=C1c2[nH]nc(-c3ccccc3O)c2C(c2cccc(Cl)c2)N1CC1CCCO1 (stereo unspecified) | -31% | -8% | 4% | -11% | 24%[12.7 µM] | -1% | -35% | -17% | -10%
10 | O=C(Cc1ccccc1F)Nc1cc(Cl)ccc1N1CCCC1 | -18% | -6% | ? | -3% | 45µM* | 28% | -19% | -20% | 2%
11 | O=C(NCc1ccccc1F)c1cccs1 | 6% | -4% | 31%[activator] | 49% | -2% | -2% | -15% | -10% | -15%
12 | CCc1nnc(NC(=O)CCC(=O)NCC2CCCO2)s1 (stereo unspecified) | 4% | 4% | -2% | -1% | 12%[12.7 µM] | 17% | -11% | ? | -10%
13 | O=C(CSc1nnc(CNC(=O)c2c(F)cccc2Cl)o1)NCc1ccc2c(c1)OCO2 | 8% | -1% | 10% | 33% | 4%[59 µM] | 6% | -24% | 7% | -6%
14 | CC[C@H]1C(c2ccc(F)cc2)=NN(c2ccccc2)[C@@H]1CO | . | -14%[75.6 µM] | -6% | . | 153%[activator] | 19%&-9% | 59%[activator] | -17% | 9%&-18%
15 | C=CCn1c(COc2ccc(F)cc2)nnc1SC(C)C(=O)NCC1CCCO1 (stereo unspecified) | 6% | . | 33%[activator] | . | ? | 13% | -4% | -18% | 10%

# Part of the list above with just APEX1 inh and POLB inh.
no.	SMILES	APEX1 inh	POLB inh
14	CC[C@H]1C(c2ccc(F)cc2)=NN(c2ccccc2)[C@@H]1CO	19%&-9%	.
15	C=CCn1c(COc2ccc(F)cc2)nnc1SC(C)C(=O)NCC1CCCO1 (stereo unspecified)	13%	.

# (cont.)
cpd | molecule | BAZ2B inh | BLM helicase inh | POLI inh | POLB inh | G9a block | APEX1 inh | JMJD2A Tudor inh | POLH inh | POLK inh
16 | Cc1ccc(CC(=O)Nc2nncs2)cc1 | -4% | 3% | -8% | ? | 11%[59 µM] | 4% | -14% | -6% | -11%
17 | O=C(CSCc1cnn(-c2ccccc2)c1-n1cccc1)NCC1CCCO1 (stereo unspecified) | -1% | -3% | 9% | 7% | 50µM* | 3% | -7% | -15% | -2%
18 | CC(C)Cc1nnc(NC(=O)c2cc(-c3ccncc3)nc3ccccc23)s1 | -21% | -11% | 5% | -18% | -18%[59 µM] | 1% | -29% | 0% | -5%
19 | C=CCN1C(=O)/C(=C2/C(=O)N(CC(=O)O)c3ccccc32)S/C1=N/c1nccs1 | 13µM* | -9% | . | -92% | 1%[2.33 µM] | 13µM* | . | . | .
20 | COc1ccc(C(=O)Nc2ccc(N3CCOCC3)cc2)cc1S(=O)(=O)NC1CCCC1 | -29% | -7% | 201%[activator] | 8% | 32µM* | 2% | -25% | -17% | -27%
21 | Cc1ccc(Nc2nc3c(c(=O)[nH]c(=O)n3C)n2Cc2ccc(F)cc2)cc1 | 12% | 1% | ? | 15% | 0%[59 µM] | 9% | 16% | -14% | -11%
22 | O=S(=O)(c1ccc(SCCOc2ccc(Br)cc2)nc1)N1CCCC1 | 9% | . | 0% | . | -8%[2.33 µM] | -6% | 26% | -15% | -19%
23 | COc1cccc(CN(C)C(=O)[C@@H](NC(=O)c2ccc(C)cc2)C(C)C)c1 | -13% | -4% | ? | 1% | ? | 2% | -7% | -13% | -18%
24 | CC1CCN(CC[C@H]2CCCN2S(=O)(=O)c2cccc(O)c2)CC1 | 4% | 1% | -4% | 19%[57.1 µM] | 25µM*! | 3%&0%&-2% | -14% | -13% | -16%[60.1 µM]
25 | COc1ccc(OC)c(S(=O)(=O)n2nc(C)cc2C)c1 | 8% | 0% | 11% | 0% | -2%[59 µM] | -3% | -7% | 7% | 0%
26 | C/C(=N\Nc1nc2ccccc2[nH]1)c1ccc(C)o1 | 45µM* | -1% | 175%[activator] | -2% | 3%[59 µM] | 3% | ? | -8% | -17%
27 | Cc1ccc(S(=O)(=O)N[C@@H](Cc2ccccc2)C(=O)N2CCC(C(=O)N[C@H](C(=O)O)C(C)O)CC2)cc1 (stereo partly specified) | 1% | 1% | -6% | 28% | 1% | 9% | -4% | 8% | -13%
28 | CNS(=O)(=O)c1ccc(NCC2COc3ccccc3O2)c([N+](=O)[O-])c1 (stereo unspecified) | 50µM* | -3% | 7% | -1% | 16µM* | -3% | -25%[57.1 µM] | -27% | -4%
29 | COC(=O)NCC(c1cccnc1)N1CCN(c2ccccc2F)CC1 (stereo unspecified) | 0% | 2% | -1% | 0% | -35%[59 µM] | 1% | -6% | -5% | -14%
30 | Cc1c(Cl)cccc1NC(=O)Cn1nnc(-c2nc(-c3ccccc3)no2)c1N | -7% | -12% | 30% | 32% | 6%[59 µM] | . | 16% | . | 11%
31 | O=C(CCCn1cnc2ccccc2c1=O)Nc1ccccc1F | 3% | 0% | 24% | 21% | 35µM* | 4% | -9% | -23% | 5%
32 | COc1ccc2c(c1)c1c(c(=O)n(Cc3ccccc3)c(=O)n1Cc1cccc(Cl)c1)n2C | 13% | -5% | -3% | -5% | 18%[59 µM] | . | 26% | -5% | 5%
33 | CCN(CC)CCN(C(=O)c1ccc2c(c1)OCCO2)c1nc2cc3c(cc2s1)OCO3 | -33% | 39%[activator] | 7% | -2% | -18% | 18% | ? | -20% | -3%
34 | O=C(NN=C1CCCC1)c1ccn[nH]1 | -5% | 5% | 2% | 4% | -45%[59 µM] | 4% | -23% | -8% | -1%
35 | CC1(C)CCc2cc(-c3ccnc(=S)[nH]3)ccc2O1 | -7% | -5% | 32%[activator] | -25% | ? | 1% | ? | 6% | -9%
36 | O=C(N/N=C/c1c(Cl)cccc1Cl)c1ccc(F)cc1 | 3% | -2% | 9% | -3% | -11% | 3% | -9% | -18% | -3%
37 | C=CCNC(=O)C(C(=O)OCC)C1CCCCC1 (stereo unspecified) | 5% | 1% | 2% | -4% | 18%[59 µM] | 2% | -10% | 7% | -4%
38 | CC(=O)NS(=O)(=O)c1ccc(NC(=O)C2c3ccccc3Oc3ccccc32)cc1 | -5% | 2% | -1% | 21% | ? | -3% | -24% | -16% | 3%
39 | Cc1nc2[nH]c(=O)c3c(n2n1)NC1=C(C(=O)CC(C)(C)C1)C3c1ccccc1 (stereo unspecified) | 6% | -4% | 26% | 6% | 5%[12.7 µM] | -4% | 3% | -23% | -2%
40 | COc1ccc(S(=O)(=O)NCc2ccc3c(c2)CCN3C(=O)c2ccc(C)cc2)cc1Cl | 23% | -3% | 16% | 1% | -6%[59 µM] | . | -8% | -18% | -2%[60.1 µM]

# Profiles, quoted from the list. Order of values: BAZ2B inh	BLM helicase inh	POLI inh	POLB inh	G9a block	APEX1 inh	JMJD2A Tudor inh	POLH inh	POLK inh
# C/C(=N\Nc1nc2ccccc2[nH]1)c1ccc(C)o1 across the screens: 45µM*	-1%	175%[activator]	-2%	3%[59 µM]	3%	?	-8%	-17%
# O=C(NN=C1CCCC1)c1ccn[nH]1 across the screens: -5%	5%	2%	4%	-45%[59 µM]	4%	-23%	-8%	-1%
# O=C(Cc1ccccc1F)Nc1cc(Cl)ccc1N1CCCC1 across the screens: -18%	-6%	?	-3%	45µM*	28%	-19%	-20%	2%
# CCn1c(NC(=O)c2ccccc2)nc2ccccc21 across the screens: 0%	-6%	8%	-1%	.	7%	2%	-11%	2%
# Cc1ccc(CC(=O)Nc2nncs2)cc1 across the screens: -4%	3%	-8%	?	11%[59 µM]	4%	-14%	-6%	-11%

# Bioassay records from PubChem BioAssay.
